# Screening results deposited in PubChem by Southern Research Specialized Biocontainment Screening Center.
# Salmonella PhoP GFP: PhoP regulon inhibitors, Salmonella typhi PhoP promoter GFP reporter, confirmatory (AID 1850); one-dose inhibition, % at 50 µM; IC50 in µM for titrated hits; Salmonella Typhi PhoP-promoter GFP reporter, fluorescence, 4 h; higher % means a stronger effect; actives 0.33% (n = 310,000); in the data active = a potency from the dose series; inconclusive = inhibition mostly from about 25% at the one dose, without a potency; inactive = the rest, 99 in 100 with inhibition below about 19%;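 note: 0% = induced wells with vehicle and 100% = uninduced wells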
# VEEV TC-83 Vero: inhibitors of VEEV TC-83 cytopathic effect, confirmation, Vero cells (AID 588727). Vero cells, VEEV TC-83 cytopathic effect inhibition; higher % means a stronger effect. actives 0.13% (n = 350,000). one-dose inhibition, % at 20 µM; IC50 in µM for titrated hits; in the data active = a potency from the dose series; inconclusive = inhibition mostly from about 14% at the one dose, without a potency; inactive = the rest, 99 in 100 with inhibition below about 12%; note: strong numbers were not always called active
# tuberculosis growth: growth inhibition of non-replicating M. tuberculosis (AID 488890) | Mycobacterium tuberculosis non-replicating, growth inhibition; higher % means a stronger effect | one-dose inhibition, % at 25 µM; IC50 in µM for titrated hits | actives 0.39% (n = 320,000); in the data active = a potency from the dose series; inconclusive = inhibition mostly from about 82% at the one dose, without a potency; inactive = the rest, 99 in 100 with inhibition below about 76%;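 note: plate controls were DMSO cells for no effect and high antibiotic wells for full effect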
# H37Rv inhibition: M. tuberculosis growth inhibition, HTS (AID 449762). M. tuberculosis H37Rv growth inhibition, 7H9 media; higher % means a stronger effect. inhibition, % at 25 µM; hits with a dose series show IC50 in µM. actives 0.59% (n = 330,000); in the data active = a potency from the dose series; inconclusive = inhibition above about 70% without an active follow-up result;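 note: bacterial growth assessed after seven days of incubation; strong numbers were not always called active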
# H1N1 NS1A inhibition: H1N1 influenza NS1A inhibitors, functional cell based assay (AID 504329); NS1A functional cell-based assay, percent inhibition; higher % means a stronger effect; one-dose inhibition, % at 12.5 µM; IC50 in µM for titrated hits; actives 0.3% (n = 340,000); in the data active = a potency from the dose series; inconclusive = inhibition above about 27% without an active follow-up result; note: strong numbers were not always called active
# VEEV TC-83 Vero 10K pilot screen: further read-out of VEEV TC-83 Vero, marked with its call; inhibition, %; measured here: 10K pilot screen inhibition
# Starred values were filed as active, the others as inactive; i = inactive; u = inconclusive; x = not tested or not shown; & = joins results of further samples.
SMILES,Salmonella PhoP GFP,VEEV TC-83 Vero,tuberculosis growth,H37Rv inhibition,H1N1 NS1A inhibition,others
CCOC(=O)C[C@H]1c2cc(F)ccc2S(=O)(=O)N1C(C)(C)C,-10%,0.2%,5%,5%,-6%,
COc1cc(C(C(=O)NCc2ccccc2)N(Cc2ccco2)C(=O)c2cnccn2)cc(OC)c1OC (stereo not given),-2%,1.2%,17%,0%,-3%,
CC(C)c1ccccc1N=C1SCCCN1C(=O)c1cccc(N2C(=O)CCC2=O)c1,0%,1.5%,10%,1%,12%,
COc1ccccc1-c1nnc(SCC(=O)NC2CCS(=O)(=O)C2)n1CCc1ccccc1 (stereo not given),-1%,i,-15%,3%,9%,
CCn1nnnc1NCc1ccc(N2CCCC2)cc1,6%,2.6%,-10%,-9%,11%,
COc1cccc(NC(=S)NNC(=O)Cn2nc(C(F)F)cc2C(F)F)c1,-7%,0.2%,-8%,3%,3%,
C=CCc1cccc(Cl)c1OCCON1C(=O)CCC1=O,5%,1.4%,-6%,2%,-13%,
CCC(C)NC(=O)C(Sc1ccccc1)c1ccccc1 (stereo not given),-7%,i,7%,-2%,1%,
CC(C)(C)C1=C[C@@H](CO)C[C@@H](CO)C1,7%,i,-4%,2%,-2%,
O=C(CC1C(=O)CCCC1=O)c1ccccc1,11%,i,7%,0%,4%,
CNC(=O)[C@H]1O[C@@H](n2cnc3c(NCc4cccc(I)c4)nc(Cl)nc32)[C@H](O)[C@@H]1O,8%,8.5%,15%,u,5%,
CN1CCN(c2nc3c(c(=O)n(C)c(=O)n3C)n2Cc2cccc3ccccc23)CC1,-5%,1.0%,-10%,-4%,0%,
COc1ccc(/C=N/NC(=O)c2ccncc2)cc1CN1CCOCC1,6%,3.5%,4.4µM*,u,2%,
COc1ccc(N2CCN(C(=O)c3cccc(Cn4cc(Cl)cn4)c3)CC2)cc1,-14%,i,31%,6%,>100µM*,
COc1ccccc1CNS(=O)(=O)c1ccc(NC(C)=O)cc1,0%,0.7%,-7%,-10%,6%,
COc1ccc(/C=C2\CCC/C(=C\c3ccc(OC)c(OC)c3OC)C2=O)c(OC)c1OC,x,6.3%,x,x,-7%,
COC(=O)c1nnn(CC(=O)Nc2cc(Cl)ccc2C)c1C(=O)OC,-7%,0.1%,38%,-12%,0%,
Cn1cc(CNC(=O)c2ccc3nc(Cc4ccccc4F)oc3c2)cn1,0%,5.0%,2%,-4%,-7%,
CCCCOCCCNC(=O)c1c(-c2ccccc2)noc1C,-5%,1.9%,-11%,-14%,-13%,
C(=N\Nc1nc(N2CCCC2)nc(N2CCCC2)n1)/c1cccnc1,-9%,1.5%,-14%,3%,-8%,
O=C(c1ccco1)N1CCN(S(=O)(=O)c2ccc3c(c2)CCN3C(=O)C2CCC2)CC1,-1%,i,22%,-12%,2%,
Cc1cc(C)c(S(=O)(=O)N2CCN(C)CC2)c(C)c1,-6%,2.3%,17%,5%,10%,
COCCN1C(=O)c2ccccc2C(C(=O)NCCCN2CCCC2)C1c1c[nH]c2ccccc12 (stereo not given),12%,x,47%,-2%,x,
C/C(=C\C(=O)c1ccc(F)cc1)NCc1ccc2c(c1)OCO2,-4%,2.3%,-5%,-4%,-6%,
COc1ccc(C(=O)Oc2cc(N)n(S(=O)(=O)c3ccc(C)cc3)n2)cc1,-1%,4.0%,-2%,6%,8%,

# Four structures from above, arranged by SMILES length, high to low.
SMILES,Salmonella PhoP GFP,VEEV TC-83 Vero,tuberculosis growth,H37Rv inhibition,H1N1 NS1A inhibition,others
O=C(c1ccco1)N1CCN(S(=O)(=O)c2ccc3c(c2)CCN3C(=O)C2CCC2)CC1,-1%,i,22%,-12%,2%,
CCOC(=O)C[C@H]1c2cc(F)ccc2S(=O)(=O)N1C(C)(C)C,-10%,0.2%,5%,5%,-6%,
COC(=O)c1nnn(CC(=O)Nc2cc(Cl)ccc2C)c1C(=O)OC,-7%,0.1%,38%,-12%,0%,
Cn1cc(CNC(=O)c2ccc3nc(Cc4ccccc4F)oc3c2)cn1,0%,5.0%,2%,-4%,-7%,

# Next part.
SMILES,Salmonella PhoP GFP,VEEV TC-83 Vero,tuberculosis growth,H37Rv inhibition,H1N1 NS1A inhibition,others
CC(=O)Nc1ccc(S(=O)(=O)N/N=C/c2cccnc2)cc1,0%,2.3%,-4%,7%,-9%,
Cc1ccc(S(=O)(=O)N(C)CC(=O)N(CC(C)C)C2CCS(=O)(=O)C2)cc1 (stereo not given),-3%,5.0%,4%,-10%,-3%,
CCc1cc(C(=O)OC)c(NC(=O)CSc2nccn2C)s1,-6%,0.6%,22%,3%,21%,
CCC(=O)Nc1ccc(C(=O)OCc2ccccc2Cl)cc1,-4%,i,u,1%,-9%,
CC1CCCN(C(=O)COC(=O)COc2ccc(C#N)cc2)C1 (stereo not given),x,i,1%,3%,-6%,
COc1cc(C2c3sc(=O)[nH]c3SC3C(=O)N(c4ccc(C)cc4)C(=O)C32)ccc1O (stereo not given),23%,1.1%,7%,4%,0%,
O=C(NC(Cc1ccccc1)C(=O)O)/C(=C\c1ccco1)NC(=O)c1ccc(Br)cc1 (stereo not given),-5%,4.4%,-1%,-1%,2%,
O=C(NNC(=O)c1ccccc1-n1cccc1)c1ccc(Cl)nc1,x,i,11%,6%,7%,
Cc1ccc(OCc2cc(C(=O)N3CCC(c4ccccc4Cl)C3)no2)cc1C (stereo not given),5%,5.9%,12%,5%,-12%,
CC(C)(C)CC(C)(C)NC(=S)Nc1ccc2nc(-c3ccccn3)c(-c3ccccn3)nc2c1,-10%,i,15%,0%,0%,
O=C(CSc1ccc(-c2ccc(F)cc2)nn1)NC1CCCCC1,-1%,1.4%,67%,8%,7%,
COc1ccc(NC(=S)Nc2cc(C)ccn2)c(OC)c1,0%,2.1%,18%,0%,10%,
COc1ccc(N(C(=O)c2snc(C(N)=O)c2N)C(C(=O)NCC2CCCO2)c2ccc(C)o2)cc1OC (stereo not given),14%,1.2%,11%,3%,13%,
COC(=O)c1c(N2C(=O)[C@H]3[C@@H](C2=O)[C@]2(C(=O)Nc4ccc(C)cc42)N2CCC[C@@H]32)sc(C)c1C,0%,x,12%,4%,x,
COc1cccc(OC)c1-c1nn2c(-c3cc(-c4ccccc4)n[nH]3)nnc2s1,-6%,10%,3%,10%,-12%,
Cc1ccc(C(=O)Nc2cc(Cl)ccc2-n2cncn2)s1,-2%,i,-4%,9%,-6%,
O=C(NNc1ccc([N+](=O)[O-])cc1[N+](=O)[O-])C1C2CCCCC21 (stereo not given),-6%,i,-19%,5%,7%,
CCOc1ccc(C(C)NC(=O)C2CCC2)cc1 (stereo not given),-1%,0.3%,2%,4%,-3%,
Cc1ccc(Nc2nc(-c3ccc(C)cc3)c(CC(=O)O)s2)cc1,1%,6.8%,u,-2%,1%,
O=C(Nc1cccc(S(=O)(=O)N2CCCCC2)c1)c1ccc2ncsc2c1,11%,7.1%,22%,-3%,-4%,
COc1ccccc1-c1nnc2n1N=C(c1ccc(OC(F)F)c(OCC3CC3)c1)CS2,x,0.2%,1%,-1%,-1%,
CC(=O)/C=C/c1ccccc1Oc1c(F)c(F)nc(F)c1F,13%,u,24%,37%,-5%,
CC12CCC3c4ccc(OC(=O)N(CCCl)CCCl)cc4CCC3C1CCC2O (stereo not given),x,14%,x,x,3%,
O=C(c1ccc(Cl)cc1)N1CCCOC1,-5%,1.2%,-1%,-11%,0%,
Cn1c(C(=O)N/N=C/c2ccccc2)cc2ccccc21,-1%,0.4%,-3%,2%,-4%,

# 3 compounds drawn at random from those above:
SMILES,Salmonella PhoP GFP,VEEV TC-83 Vero,tuberculosis growth,H37Rv inhibition,H1N1 NS1A inhibition,others
CC(C)(C)CC(C)(C)NC(=S)Nc1ccc2nc(-c3ccccn3)c(-c3ccccn3)nc2c1,-10%,i,15%,0%,0%,
Cn1c(C(=O)N/N=C/c2ccccc2)cc2ccccc21,-1%,0.4%,-3%,2%,-4%,
O=C(NNC(=O)c1ccccc1-n1cccc1)c1ccc(Cl)nc1,x,i,11%,6%,7%,

# Further entries:
SMILES,Salmonella PhoP GFP,VEEV TC-83 Vero,tuberculosis growth,H37Rv inhibition,H1N1 NS1A inhibition,others
Cc1ccc2c(C)c(C(=O)N(C)CCC3CCCCO3)oc2c1C (stereo not given),-8%,i,34%,15%,-5%,
O=S(=O)(c1ccc2c(c1)OCCO2)N1CCN(c2cccc(Cl)c2)CC1,20%,0.7%,21%,3%,3%,
COc1ccc(C(C)=O)cc1COC(=O)c1cc(=O)c2ccccc2o1,0%,1.5%,13%,5%,-9%,
COc1ccc(C2C(C(=O)c3ccco3)=C(O)C(=O)N2CCCn2ccnc2)c(OC)c1 (stereo not given),8%,0.5%,-1%,-9%,3%,
O=C(O)C1CC1c1ccc(Br)cc1 (stereo not given),-6%,1.1%,43%,5%,-7%,
Cc1cc(C)c(S(=O)(=O)N2CCCCC2)c(C)c1-n1ncnn1,-10%,0.6%,-6%,-5%,7%,
COc1ccc(NS(=O)(=O)c2cc(NC(=O)C(CC(C)C)NC(N)=O)ccc2N2CCOCC2)cc1 (stereo not given),x,2.7%,x,x,-4%,
Cn1c(Nc2ccccc2)cc(=O)n(C)c1=O,-13%,i,-4%,5%,-8%,
COc1ccc(NC(=O)CN(C)C(=O)c2ccc3c(c2)NC(=O)CS3)cc1,x,7.0%,6%,2%,-5%,
Cc1ccnc(NC(=O)C(C)N2C(=O)c3ccccc3S2(=O)=O)c1 (stereo not given),6%,2.2%,-11%,-7%,-1%,
Cc1ccc(C(=O)OCC(=O)NC2CCCc3ccccc32)o1 (stereo not given),x,i,26%,1%,2%,
O=C(NCCc1ccccc1)c1ccc(Cl)c(S(=O)(=O)N2CCOCC2)c1,x,5.6%,x,x,-5%,
Cc1ccc(N(CCC#N)C(=O)COC(=O)c2cc(C)no2)cc1,-7%,1.1%,0%,2%,-6%,
Cc1ccc(Sc2c(CO)c(-c3ccccc3)nn2C)cc1,10%,8.4%,6%,12%,1%,VEEV TC-83 Vero 10K pilot screen=6.5
O=C(CSc1ccc(Cl)cc1)NNC(=O)c1ccco1,-10%,2.0%,57%,-1%,-11%,
COc1ccc(-n2c(Cc3ccccc3)nnc2SCc2ccc([N+](=O)[O-])cc2)cc1,-1%,0.8%,10%,10%,-8%,
CCOC(=O)C1=C(C)N(CCCCCC(=O)O)C(=O)NC1c1ccc([N+](=O)[O-])cc1 (stereo not given),-9%,0.5%,-4%,1%,10%,VEEV TC-83 Vero 10K pilot screen=0.6
COCCNC(=O)COc1ncnc2scc(-c3ccc(F)cc3)c12,-5%,1.3%,4%,4%,-8%,
O=C(Nc1ccc(Cl)cn1)c1ccc2nccnc2c1,-7%,9.3%,-2%,-1%,-8%,
O=S(=O)(Nc1cccc(Br)c1)c1cccc2nsnc12,-2%,i,31%,7%,4%,
CCN(CC)C(=O)c1ccc(S(=O)(=O)N2CCC(c3nc4ccccc4s3)CC2)cc1,3%,i,17%,-2%,-5%,
CCOC(=O)N1CCC(NC(=O)CCc2nc(C3=CCN(C)CC3)no2)CC1,-12%,1.3%&1.9%,-9%,-4%,14%&9%,
Cc1noc(/C=C/N(C)C)c1S(=O)(=O)N1CCCC(C(=O)Nc2ccc3c(c2)OCO3)C1 (stereo not given),10%,5.8%,36%,-1%,9%,VEEV TC-83 Vero 10K pilot screen=1.1
O=C(O)C1C(c2ccccc2)C(C(=O)N2CCOCC2)C1c1ccccc1 (stereo not given),1%,1.6%,-4%,2%,-2%,
CCc1ccc(OCC(=O)Nc2ccc(S(=O)(=O)N3CCOCC3)cc2)cc1,7%,1.0%,64%,0%,-17%,
# The list continues.
SMILES,Salmonella PhoP GFP,VEEV TC-83 Vero,tuberculosis growth,H37Rv inhibition,H1N1 NS1A inhibition,others
Cc1cc2c3c(c1)C(C)CC(C)(C)N3C(=O)C2=O (stereo not given),12%,9.6%,47%,-1%,2%,
COC(=O)c1ccccc1NC(=O)CSc1nnc(-c2ccc(OC)cc2)n1C,-3%,0.6%,12%,3%,10%,
O=C(CCN1C(=O)/C(=C/c2ccccc2Cl)SC1=S)NC1CCCC1,2%,5.4%,11%,3%,-10%,
COC(=O)c1ccc(CN2CCN(C(C)C)C(CCO)C2)cc1 (stereo not given),2%,0.4%,1%,5%,12%,
Cc1ccc(/C(N)=N/OC(=O)c2ccc(Cl)cc2Cl)cc1,1%,0.2%,24%,3%,-11%,
COc1ccc(C(=O)C[n+]2ccc3ccccc3c2C)cc1,8%,2.8%,12%,1%,10%,
COC(=O)[C@@H](NC(=O)c1ccc2c(c1)S(=O)(=O)c1ccccc1C2=O)C(C)C,5%,0.8%,14%,10%,6%,
